Source: PubChem BioAssay
PREPL inhibitor = inhibits the human prolyl oligopeptidase-like enzyme; AID 2751; 320,000 tested, 0.68% active; Q4J6C6; recombinant PREPL, fluorescence polarization activity-based probe; inhibition, % at 5.96 µM; in the data active = inhibition above about 43%;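 note: 0% = enzyme with DMSO and 100% = wells lacking enzyme; many of its hits are not listed in these tables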
Fh CTSL1 inh = counter-screen for PFM18AAP inhibitors: inhibitors of F. hepatica cathepsin L1; recombinant F. hepatica cathepsin L1, Z-Leu-Arg-MCA fluorescence; inhibition, % at 5.96 µM; 300,000 tested, 0.49% active; AID 1906;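 active = inhibition above the mean of all tested compounds plus 3 SD, set per screening campaign, cut at about 17% in these data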;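 note: 0% = plate median of test compound wells and 100% = 1 µM Z-Phe-Ala-diazomethylketone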
core dimer inh = HCV core protein dimerization inhibition. TR-FRET GST/Flag-core106 dimerization, 1536-well. AID 1899. inhibition, % at 5 µM. 300,000 tested, 0.33% active;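 active = inhibition above the mean of all tested compounds plus 3 SD, set per screening campaign, cut at about 45% in these data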
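Assay system: tagged HCV core106 pair (GST and Flag); medium: KF-containing HEPES buffer, pH 7.45, DTT, CHAPS, BSA; also added: Eu donor and XL665 acceptor anti-tag antibodies; dosing: 5 µM single dose; timing: compound-protein-antibody incubation 4 h at 22.5 °C; signal: TR-FRET 671 and 617 nm emission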
LYPLA2 inh = counter-screen for PME1 inhibitors: inhibitors of human LYPLA2. O95372. recombinant LYPLA2, FP-Rh probe fluorescence polarization. inhibition, % at 5.9 µM. 320,000 tested, 0.38% active;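 active = inhibition above the screen-wide mean plus 3 SD, limit set per campaign, cut at about 26% in these data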;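 note: 0% = LYPLA2 with DMSO and 100% = wells lacking LYPLA2 enzyme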
Target sequence (O95372 whole entry, looked up): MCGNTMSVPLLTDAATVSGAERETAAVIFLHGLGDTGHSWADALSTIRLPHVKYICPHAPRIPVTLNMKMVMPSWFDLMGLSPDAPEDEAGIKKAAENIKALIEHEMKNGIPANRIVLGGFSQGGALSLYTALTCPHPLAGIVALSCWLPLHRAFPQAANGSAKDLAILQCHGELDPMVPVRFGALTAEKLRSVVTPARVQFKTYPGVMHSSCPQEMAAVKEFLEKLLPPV
TPT1 inhibitor = inhibitors of Candida albicans tRNA 2'-phosphotransferase TPT1. recombinant caTPT1, FP RNA substrate dephosphorylation. inhibition, % at 5 µM. 300,000 tested, 0.81% active. AID 1962;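 active = inhibition above the mean of all tested compounds plus 3 SD, set per screening campaign, cut at about 24% in these data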;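 note: plate controls were DMSO alone for no effect and ferristatin control at 100 nM for full effect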
PP1 inh = PP1-alpha (human) inhibition in PP5 counter-screen. P62136. purified PP1alpha, OMFP fluorescence. inhibition, % at 6.7 µM. 320,000 tested, 0.9% active. AID 2235;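 active = inhibition above the mean inhibition of all tested compounds plus 3 SD, computed separately for each screening campaign, cut at about 15% in these data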
Target sequence (P62136 whole entry, looked up): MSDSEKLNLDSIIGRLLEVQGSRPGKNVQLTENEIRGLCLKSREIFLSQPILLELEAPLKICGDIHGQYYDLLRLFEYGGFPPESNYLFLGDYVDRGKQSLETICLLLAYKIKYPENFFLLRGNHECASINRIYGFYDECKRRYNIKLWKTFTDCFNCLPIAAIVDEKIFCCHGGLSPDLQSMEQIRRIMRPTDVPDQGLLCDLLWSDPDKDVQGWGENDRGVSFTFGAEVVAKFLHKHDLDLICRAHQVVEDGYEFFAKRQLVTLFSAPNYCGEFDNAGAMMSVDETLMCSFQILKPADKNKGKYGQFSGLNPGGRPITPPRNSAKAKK
GASC-1 inh = human JMJD2C demethylase inhibition | Q9H3R0 | GST-JMJD2C(1-420) H3K9me3 demethylation, DELFIA europium | inhibition, % at 2.35 µM | 330,000 tested, 0.069% active | AID 2099;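 active = more than half of a compound's replicate wells show inhibition beyond 50%, single wells judged on their own value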;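 note: signal counts dimethyl H3K9 product captured on neutravidin plate; 0% = median of DMSO wells and 100% = 0.3 times that DMSO median; strong numbers were not always called active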
PP5 inh = inhibitors of human protein phosphatase 5 (PP5); inhibition, % at 6.7 µM; P53041; AID 1987; purified PP5c, OMFP substrate fluorescence; 320,000 tested, 0.18% active;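 active = inhibition above the campaign's mean inhibition across all tested compounds plus 3 SD, cut at about 9.5% in these data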;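 note: 0% = DMSO only and 100% = 100 µM cantharidin control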
Target sequence (P53041 whole entry, looked up): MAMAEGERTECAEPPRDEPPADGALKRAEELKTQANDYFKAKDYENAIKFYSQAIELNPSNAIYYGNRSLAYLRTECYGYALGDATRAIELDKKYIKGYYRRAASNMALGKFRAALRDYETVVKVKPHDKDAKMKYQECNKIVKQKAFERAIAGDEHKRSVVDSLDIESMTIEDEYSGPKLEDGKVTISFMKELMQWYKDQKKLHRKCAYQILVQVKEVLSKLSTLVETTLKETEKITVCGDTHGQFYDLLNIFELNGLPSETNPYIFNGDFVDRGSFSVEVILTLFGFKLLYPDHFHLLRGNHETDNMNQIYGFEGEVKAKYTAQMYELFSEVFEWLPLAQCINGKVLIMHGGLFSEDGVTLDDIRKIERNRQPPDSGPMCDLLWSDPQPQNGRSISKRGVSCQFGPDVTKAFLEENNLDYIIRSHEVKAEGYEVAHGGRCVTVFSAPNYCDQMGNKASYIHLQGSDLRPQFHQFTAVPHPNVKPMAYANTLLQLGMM
Efflux pump inh = inhibitors of Candida antifungal efflux pumps expressed in yeast. S. cerevisiae Candida pump triplex, Nile Red efflux. inhibition, % at 10 µM. 330,000 tested, 0.44% active;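 active = plate passing quality check with inhibition over a set limit, or well fluorescence over plate mean plus 4 SD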;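 note: Nile Red retained in pooled yeast measured as flow cytometry median fluorescence; 0% = buffer negative control and 100% = Enniatin B positive control; higher means more Nile Red kept so more efflux inhibition; some compounds called inactive have numbers as strong as hits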
* = called active by the depositor; . = not tested or not shown; & = joins results of further samples.

SMILES	PREPL inhibitor	Fh CTSL1 inh	core dimer inh	LYPLA2 inh	TPT1 inhibitor	PP1 inh	GASC-1 inh	PP5 inh	Efflux pump inh
CCOC(=O)c1[nH]c2ccc(C)cc2c1N	10	-1	-28	6	3	-5	-5	2.4	0.1
Cc1cc(C)n(-c2ccc(C(=O)Nc3nc4ccccc4s3)cc2)n1	-7	-2	2	-5	1	-3	-2	-0.6	0.0
COc1ccccc1NC(=O)CSc1c2c(nc3ccccc13)CCC2	2	3	6	5	-4	-2	-9	-3.0	0.1
O=C(c1ccc(COc2ccccc2Br)o1)N1CCN(c2ccccn2)CC1	3	1	-1	2	2	8	1	2.3	0.0
COc1cc(C(=O)OCC(=O)N2CCC(C)CC2)cc2c1OCCO2	3	.	.	6	.	-4	-7	-1.2	0.1
COc1ccc(Oc2cn[nH]c2-c2ccc(OCC(=O)NN)cc2O)cc1	20	2	-11	-15	-3	8	16	3.4	0.0
CC(=O)N=C1C=CC(=CN(O)C(C)(C)Cc2ccccc2)C=C1	5	2	-8	-7	4	-5	-5	-0.7	0.2
COc1ccc(CNc2ncnc3ccccc23)cc1	-16	0	0	1	3	2	2	1.0	0.1
Cc1ccc(S(=O)(=O)N(C)C)cc1NC(=O)CSc1nc2ccccc2c(=O)n1CC1CCCO1 (stereo not given)	1	-2	3	1	0	0	2	0.9	3.1
CC(Oc1ccc(F)cc1)C(=O)Nc1cc(S(=O)(=O)N2CCCCC2)ccc1N1CCOCC1 (stereo not given)	5	3	7	12	-4	2	4	0.3	0.0
COc1ccc(/C=C(/NC(=O)/C=C/c2ccccc2)C(=O)O)cc1	-14	0	-4	1	-1	-1	-6	2.2	0.0
CCN=c1scc(C)n1/N=C/c1ccsc1	3	6	-22	5	2	-1	2	-0.8	0.1
C=CCN1C(=O)C(C)(C)N(C(=O)c2cccc([N+](=O)[O-])c2)c2ccccc21	15	-2	15	6	0	-1	6	3.0	0.1
COC(=O)N1C(=O)[C@@](c2ccc(OC)cc2)(C(C)C)N1C(=O)OC	-8	0	-8	3	0	2	10	2.1	0.1
O=CN1c2ccccc2CSc2ccccc21	10	3	2	-8	0	0	1	-1.5	0.2
COC(=O)c1c(NC(=O)Cn2nc(C(F)F)cc2C(F)F)sc(C)c1C	6	4	-5	-3	-1	3	18	1.3	0.1
NS(=O)(=O)c1ccc(CCNCC(=O)NC2CC2)cc1	4	-1	-3	-1	-2	-1	1	1.8	-0.1
CC(=O)c1c(C)[nH]c(C(=O)Nc2cccc(C)c2C)c1C	-5	-3	8	-6	-2	-2	-5	2.1	-0.1
C/C(N)=C(/C#N)C(=O)CSc1nnc(Nc2cccc(C)c2)s1	8	2	19	14	2	2	-8	-1.5	0.0
Cc1cc(=O)c(C(=O)O)nn1-c1ccccc1Cl	7	-2	-2	4	2	-6	-4	0.8	0.1
Cc1c(Cl)c([N+](=O)[O-])nn1CC(=O)NCC1CCCO1 (stereo not given)	1	2	-11	3	1	-4	1	1.7	0.3
CN(Cc1cnn(-c2ccc(F)cc2)c1)Cc1nc(Cc2ccccc2)no1	4	0	-2	0	0	-2	0	0.6	-0.1
Cn1nc(-c2ccc(Cl)cc2)c2cc(C(=O)NCc3ccco3)sc21	-8	12	18	-81	-8	5	-11	3.6	0.0
CC1(C)NC(=O)NC2(C)NC(=O)NC(C)(C)C12 (stereo not given)	5	0	6	0	1	6	-1	4.3	0.1
COc1ccc(Cn2c(=O)[nH]c3cc(C(=O)N4CCN(c5ccccc5OC)CC4)ccc3c2=O)cc1	6	1	15	-1	1	3	14	4.0	0.1
Cc1ccc(-c2nnc(N3CCN(C(=O)COc4ccccc4)CC3)c3ccccc23)cc1	-4	2	3	17	0	6	1	5.5	0.3
COc1cccc(NC(=S)NCCCN2CCOCC2)c1	-10	-3	3	4	-4	-1	-31	0.8	-0.2
COc1ccc(/C=N/NC(=O)c2ccncc2)cc1CN1CCOCC1	-3	1	-1	0	1	-3	52	-1.1	-0.1
COC(=O)c1ccc(/C=C(\C#N)c2ccccn2)cc1	-4	-5	1	-3	0	9	6	-0.2	0.2
CCCCn1c(N)c(N(CC(C)C)C(=O)C2CSC3(C)CCC(=O)N23)c(=O)[nH]c1=O (stereo not given)	-2	0	1	-1	0	-3	-9	-0.9	0.0
O=C(CSc1ccccc1C(=O)O)NCC1CCCCC1	1	0	2	-6	1	-2	1	-0.1	0.0
Cc1ccc(S(=O)(=O)Oc2ccc(N3C(=O)C4C5CCC(C5)C4C3=O)cc2)cc1 (stereo not given)	-1	1	4	3	-1	-2	3	2.1	0.0
COc1ccc(Cn2nnnc2C(C(C)C)N(Cc2ccco2)Cc2cccs2)cc1 (stereo not given)	12	-2	4	-5	-4	4	0	3.4	-0.1
CCCOc1ccc(/C(O)=C2/C(=O)C(=O)N(CCN(C)C)C2c2ccco2)cc1 (stereo not given)	-4	-5	9	5	-1	-5	-19	2.2	-0.1
Cc1cccc(NC(=S)Nn2cnnc2)c1C	15	-1	-2	3	-3	-6	5	-0.1	0.1
CC(C)Nc1ccc(C(CC(N)=O)NC(=O)Cc2cccc3ccccc23)cc1[N+](=O)[O-] (stereo not given)	-7	0	4	3	75*	-1	4	1.7	-0.1
O=C(CNc1ccccc1)Nc1cccc2ccccc12	1	0	8	-2	-4	-7	4	2.0	0.1
Cc1cccc(N(Cc2cc3ccc(C)cc3[nH]c2=O)S(=O)(=O)c2ccccc2)c1	-56	0	14	-14	1	10	9	1.9	-0.5
CCn1c(CC(=O)Nc2ccccc2)nnc1SCC(=O)Nc1nnc(C)s1	-5	-3	-1	3	-1	1	-2	0.7	-0.1
Cc1ccc(CSCC(=O)NCCc2ccccc2)cc1	-25	6	4	0	-5	1	0	3.0	0.0
O=C1C(CSCc2ccccc2)NC(=S)N1c1ccccc1 (stereo not given)	-7	1	5	50*	-3	3	-6	-2.6	-0.1
Cc1ccc(S(=O)(=O)NCCCOC(=O)Nc2ccncc2)cc1	15	0	-6	5	-10	1	-34	1.4	-0.2
CC(=O)c1ccc(NC(=S)NCC(c2ccco2)N2CCCC2)cc1 (stereo not given)	-5	5	2	-6	1	-1	-13	-2.3	-0.2
CC1(C)COC(c2cccn2Cc2ccccc2Cl)=N1	-7	-1	-2	4	2	-1	3	3.1	-0.1
COc1ccc(CN2CC(C(=O)NCc3cccc(OC)c3)CC2=O)cc1 (stereo not given)	9	5	-2	3	-5	-3	5	1.1	0.0
Cc1ccc(OCC(=O)N/N=C/c2cccn2C)cc1C	18	-2	-1	0	-4	0	-4	2.2	-0.1
Cc1nc(NC(=O)CCc2ccccc2)ccc1Br	-8	-4	-5	-10	3	-5	-5	-0.9	0.0
CCOC(=O)c1ccccc1NC1c2ccccc2C(=O)N1C1CCN(C(=O)OCC)CC1 (stereo not given)	8	5	8	-1	-1	5	-6&-1	0.3	0.2
CCC1N=C(SC)NC(C)=C1C(=O)c1ccccc1 (stereo not given)	1	-2	2	-4	1	-2	-4	-6.0	0.3
CCc1c(C(=O)N2CCCN(C)CC2)csc1C	-5	-2	-5	4	-1	-6	2	0.0	-0.1

New compounds follow
SMILES	PREPL inhibitor	Fh CTSL1 inh	core dimer inh	LYPLA2 inh	TPT1 inhibitor	PP1 inh	GASC-1 inh	PP5 inh	Efflux pump inh
COc1ccc(CCC(=O)Nc2ncc(C)s2)cc1OC	-2	-5	4	-9	-1	-3	23	0.2	-0.4
N#Cc1nc(-c2ccc(OCc3ccccc3Cl)cc2)oc1NCCCn1ccnc1	32	9	0	2	-9	3	-15	-6.2	-0.1
CCO[C@H]1OC(C(=O)NCc2ccccc2)=C[C@@H](C(C)(C)C)[C@@H]1CCCO	0	-14	3	0	0	-1	3	2.3	0.0
COC(=O)Nc1ccc(S(=O)(=O)Nc2cc(OC)nc(OC)n2)cc1	1	2	-1	-2	-3	0	-29	2.7	3.9
COc1ccccc1N(Cc1cc2cccc(C)c2[nH]c1=O)C(=O)C(C)C	-5	5	7	7	-1	-1	22	-1.4	0.0
CC1CCCC(NC(=O)COC(=O)c2ccc(Cl)nc2)C1C (stereo not given)	1	.	.	9	.	-4	0	-0.6	0.0
Cc1ccc(S(=O)(=O)N/N=C/c2c(C)nn(-c3ccccc3)c2C)cc1	-7	1	-2	5	-2	2	12	0.3	0.1
CN(c1cccc(NC(=O)c2ccccc2N(C)S(=O)(=O)c2ccccc2)c1)S(C)(=O)=O	2	1	1	2	4	2	4	5.1	0.0
O=C(Oc1ccc(Cl)c2ccccc12)N1CCCCC1	-2	1	8	-1	-2	2	-2	2.0	0.2
Cc1ccc(C(=O)Nc2ccccc2N2CCCCC2)o1	1	1	1	7	-1	-1	-1	2.8	0.0

Quoted at random: three compounds from above.
SMILES	PREPL inhibitor	Fh CTSL1 inh	core dimer inh	LYPLA2 inh	TPT1 inhibitor	PP1 inh	GASC-1 inh	PP5 inh	Efflux pump inh
COc1ccc(CN2CC(C(=O)NCc3cccc(OC)c3)CC2=O)cc1 (stereo not given)	9	5	-2	3	-5	-3	5	1.1	0.0
Cc1ccc(S(=O)(=O)NCCCOC(=O)Nc2ccncc2)cc1	15	0	-6	5	-10	1	-34	1.4	-0.2
Cc1ccc(S(=O)(=O)N/N=C/c2c(C)nn(-c3ccccc3)c2C)cc1	-7	1	-2	5	-2	2	12	0.3	0.1

Next section:
SMILES	PREPL inhibitor	Fh CTSL1 inh	core dimer inh	LYPLA2 inh	TPT1 inhibitor	PP1 inh	GASC-1 inh	PP5 inh	Efflux pump inh
CCN(CC)S(=O)(=O)c1ccc(N2CC(C(=O)NCCc3ccc(Cl)cc3)CC2=O)cc1 (stereo not given)	12	.	.	4	.	-2	5	0.7	0.2
COc1ccc(C2CC(c3cccs3)=NN2C(=O)CCl)cc1OC (stereo not given)	21	58*	11	4	0	-1	1	1.2	0.3
COc1cc(/C=C(\C#N)C(=O)NC(C)C)cc(Cl)c1O	-13	2	-5	3	14	0	22	-1.2	-0.2
O=C(NCC1CCCO1)c1cc2c(s1)CCCC2 (stereo not given)	9	.	.	5	.	8	-19	-2.9	0.0
CCCCn1c(SCC(=O)NC2CCS(=O)(=O)C2)nnc1-c1ccc(OC)cc1 (stereo not given)	11	-2	-1	-1	0	-2	-4	-0.9	0.0
COc1ccc(OC)c(NC(=O)CCNS(=O)(=O)c2cc(Br)cnc2N)c1	-1	-1	9	3	-1	3	4	-0.5	-0.1
Cc1cc(SCC(=O)c2cccs2)nc2ccccc12	3	5	-4	-9	4	-1	-13	1.9	0.2
O=C(Cc1ccccc1)Nc1ccc(NC(=O)c2cccnc2)cc1	-9	-1	-8	5	3	0	6	4.4	0.0
CCOc1ccc(C(C)=O)cc1COC(=O)c1cccnc1SC	-3	3	4	-4	-2	-3	-1	2.2	0.2
CC1CN(C(=O)c2cc(F)c(F)cc2Cl)CC(C)O1 (stereo not given)	3	-2	-3	-9	1	-2	6	8.0	0.0
Nn1c(Cc2ccc(F)cc2)n[nH]c1=S	-2	5	-4	-11	-1	-3	2	-5.3	-0.2
Cc1ccc(S(=O)(=O)N2CCC(NC(=O)OC(C)C)CC2)cc1	-4	0	2	-1	2	1	-19	-2.4	0.1
COn1c(-n2nc(C)cc2C)nc2ccccc2c1=O	1	-2	-2	2	-1	0	6	3.5	0.1
CCN(CC)CCC(c1ccc(OC)cc1)c1c(O)cc(OC)cc1OC (stereo not given)	4	3	-17	4	-4	4	-5	3.1	-0.1
CCC(C)(C)NC(=O)c1ccccc1Oc1ccccc1	-1	0	2	1	2	-3	0	1.6	-0.1

Not all compounds are listed; the hit share may differ from the screen's.
